ARNT-TACC3 inh – ARNT/TACC3 interaction disruption; Q9Y6A5; AlphaScreen His-ARNT PAS-B/GST-TACC3 binding, luminescence; TACC3 fragment carries E629A point mutation; inhibition, % at 9.99 µM; 390,000 tested, 0.66% active; AID 623870;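 active = mean inhibition of replicates at least 50% and at least half of replicates each reaching 50%; inconclusive = half or more replicates reach 50% but mean below 50%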;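 also: 0% = complete ARNT plus TACC3 wells and 100% = ARNT alone without TACC3; many hits fall short of the cut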
Casp6 inh – blocks human caspase-6 cleavage activity. 350,000 tested, 0.53% active. purified caspase-6, Z-VEID-R110 cleavage fluorescence. AID 686996. inhibition, % at 12.5 µM;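 active = mean inhibition across replicates at least about 35%, with every replicate also reaching that limit, limit read from the data; inconclusive = only one of the two criteria met; inactive = neither criterion met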;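 also: 0% = median of neutral control wells and 100% = no fluorescence left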
Target sequence (P55212 24-179 limits assumed): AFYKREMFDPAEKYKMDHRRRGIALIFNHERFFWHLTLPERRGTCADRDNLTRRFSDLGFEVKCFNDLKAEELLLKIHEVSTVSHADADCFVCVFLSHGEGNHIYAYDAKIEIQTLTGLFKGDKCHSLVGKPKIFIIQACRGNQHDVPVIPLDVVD
Target sequence (P55212 194-293 limits assumed): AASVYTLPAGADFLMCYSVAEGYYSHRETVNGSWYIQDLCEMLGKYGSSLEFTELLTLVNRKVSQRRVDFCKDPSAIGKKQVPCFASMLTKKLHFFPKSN
EWS-Fli block – blocks EWS/Fli oncoprotein-driven transcription | A673 NR0B1-luciferase reporter, viability-normalised | inhibition, % at 12.6 µM | 350,000 tested, 0.67% active | AID 651661;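 active = mean inhibition of at least 50% after viability correction, with every replicate also passing that limit; inconclusive = mean reaches 50% but only one of two replicates passes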;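 also: firefly luciferase signal divided by Alamar Blue viability fluorescence both relative to DMSO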
LGR2 antag – inhibitors of bursicon-induced Drosophila LGR2 receptor cAMP signaling | 380,000 tested, 0.35% active | AID 720647 | HEK293 LGR2, CRE-luciferase, bursicon-stimulated, 4 h | inhibition, % at 9.99 µM;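 active = drop in luminescence signal, shown as inhibition above about 50% in the replicate tests, limit read from the data, passing the limit was not always enough; inconclusive = probably only some replicates passing the limit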;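 also: agonist challenge used bursicon conditioned medium at about half maximal strength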
SIRT5 block – inhibitors of human sirtuin-5 desuccinylase; Purified SirT5, succinyl-peptide AMC, trypsin-coupled fluorescence; inhibition, % at 15 µM; 330,000 tested, 1.1% active; in the data active = inhibition above about 15%; inconclusive = no clear call, values can overlap the other calls
Target sequence (Q9NXA8 whole entry, looked up): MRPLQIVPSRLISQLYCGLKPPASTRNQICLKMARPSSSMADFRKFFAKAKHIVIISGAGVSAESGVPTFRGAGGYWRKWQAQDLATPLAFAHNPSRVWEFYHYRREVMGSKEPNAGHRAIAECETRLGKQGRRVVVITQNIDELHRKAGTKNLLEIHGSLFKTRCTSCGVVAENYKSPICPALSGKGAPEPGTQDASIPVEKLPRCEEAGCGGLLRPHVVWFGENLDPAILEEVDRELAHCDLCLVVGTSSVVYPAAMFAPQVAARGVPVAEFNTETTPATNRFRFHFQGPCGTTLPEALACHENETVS
PAX8 inh HTS – lowers PAX8-driven luciferase in RMG-I cells; RMG-I TPO-luciferase reporter, SteadyGlo, 24 h; inhibition, % at 12.6 µM; 360,000 tested, 1.2% active; AID 652154;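 active = mean replicate inhibition at least 60% with every replicate also reaching 60%; inconclusive = only one of the two criteria is met; inactive = mean below 60% and not all replicates reaching 60%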;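 also: luciferase light reporting Pax8 driven TPO promoter activity; plate controls were median of neutral control wells for no effect and mitoxantrone controls for full effect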
DENV2 CPE – inhibitors of DENV2 cytopathic effect; DENV2-infected cells, cytopathic effect rescue, plate reader; CPE inhibition, % at 9.99 µM; 350,000 tested, 1.7% active; AID 651640; in the data active = CPE inhibition above about 20%, passing the limit was not always enough; inconclusive = no clear call, values can overlap the other calls; tested in BHK-21 cells;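 also: 0% = median of neutral control wells and 100% = median of positive control wells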
Numbers without * were called inactive; ? = inconclusive; . = not tested or not shown. Outcome played no part in choosing rows; 4.9% or so of the library scored in one or more.

SMILES	ARNT-TACC3 inh	Casp6 inh	EWS-Fli block	LGR2 antag	SIRT5 block	PAX8 inh HTS	DENV2 CPE
Cc1ccc(N2CCN(C(=O)C(=O)c3ccc(F)c(F)c3)CC2)cc1	.	-30	12	-3	1	7	-11
CCOc1ccc(OCC)c(NC(=O)c2ccc(CNc3c(N4CCCC4)c(=O)c3=O)cc2)c1	-1	-4	15	4	.	27	-4
C(#Cc1ccccc1)C[N+]1(CC#Cc2cccc3ccccc23)CCOCC1	26	-4	-15	-1	-12	18	-2
N#Cc1ccc(C(=O)NNC(=O)c2cccc(S(=O)(=O)N3CCOCC3)c2)cc1	8	6	-1	13	4	11	-8
O=C(NCCc1cccc(Cl)c1)c1ccc(OC2CCN(Cc3ccccn3)CC2)cc1	2	4	40	10	1	-13	15
CCC1CCCCN1Cc1nc2c(c(=O)n(C)c(=O)n2C)n1CCCc1ccccc1 (configuration not stated)	-3	1	-4	9	1	-13	4
Cc1ccn(-c2ccc(NC(=O)c3cccs3)cc2)n1	-1	1	-46	-21	-5	-147	-2
Cc1ccc(C(=O)OCC(=O)c2ccc(S(=O)(=O)N3CCCCC3)cc2)o1	3	0	-3	2	-4	-6	3
O=C(Nc1ccccc1F)N1CC(=O)N2[C@@H](CO)[C@H](c3ccc(-c4cccnc4)cc3)[C@@H]2C1	.	-1	-12	5	0	.	-7
CN1CCC(=NNC(=O)c2ccc(N(Cc3ccccc3Cl)S(C)(=O)=O)cc2)CC1	3	.	.	-1	.	10	.
CCS(=O)(=O)c1ccc(O)c(NC(=O)NC2CCCCC2)c1	-9	2	6	-9	-3	-19	?
O=C1CC(N2CCSCC2)C(=O)N1c1cccc(Cl)c1 (configuration not stated)	4	44*	3	-14	-5	-10	-2
O=C1NC(=Nc2ccccc2Cl)S/C1=C\c1ccc(C(=O)O)cc1	2	7	4	5	5	19	6
CC=Cc1ccc2n(c1=O)C[C@@H]1[C@@H](CO)[C@H](C(=O)NC3CCCC3)N(Cc3ccccc3)[C@H]21 (mixture of isomers)	.	-4	9	6	-3	19	?
O=C(C[C@@H]1CC[C@H](NC(=O)CCN2CCCCC2)[C@@H](CO)O1)Nc1ccccc1	.	1	2	24	-3	16	2
c1ccc(CCSc2ncnc3nc[nH]c23)cc1	.	-2	-10	-44	4	-101	7
C[C@@H]1CN([C@H](C)CO)C(=O)c2cc(NC(=O)Nc3ccccc3)ccc2O[C@@H]1CN(C)S(=O)(=O)c1ccc(F)cc1	9	.	-10	-27	3	.	12
O=C(Nc1cccc(-c2cn3cccnc3n2)c1)c1cccs1	11	.	.	-7	.	-10	.
CCOC(=O)C(C)(C)Sc1nc2c(cnn2-c2ccc(F)cc2)c(=O)[nH]1	3	1	18	4	-3	7	-9
O=S(=O)(c1ccccc1F)N1CCCCN2[C@H](C1)[C@@H](c1ccc(-c3ccccc3)cc1)[C@@H]2CO	-3	0	-5	.	0	-23	4
COc1ccccc1-c1ccc2c(c1)[C@H]1[C@H](CCN1S(=O)(=O)c1cn(C)cn1)[C@@H](CO)N2	6	1	-5	-14	12	-35	-5
O=C(Cc1ccccc1)NNC(=O)c1ccc(NC(=O)c2ccccc2)cc1	-6	-5	-1	-4	2	3	3
COCCn1c(SCC(=O)Nc2ccccc2F)nc2c([nH]c3ccccc32)c1=O	-3	-3	13	-5	-4	.	0
Cc1ccccc1C(=O)Nc1ccccc1-n1cccc1	3	-1	3	-2	-3	.	5
C[C@@H]1CN([C@@H](C)CO)C(=O)c2cc(NC(=O)c3ccncc3)ccc2O[C@@H]1CN(C)CC1CCCCC1	-1	0	5	-12	6	-10	-6
CN(Cc1ccccc1)S(=O)(=O)c1ccc(Cl)c(C(=O)N2CCOCC2)c1	.	-1	5	-3	.	-15	-9
O=C(NCC1CCOCC1)c1cc(COc2ccc(F)cc2F)on1	-5	0	.	1	2	-16	4
Cc1ccc(Cn2c(C)c(C(=O)NCc3ccccc3C(F)(F)F)sc2=O)cc1	.	-1	-5	-7	.	-3	-2
CSCCC(NS(=O)(=O)c1ccccc1F)C(=O)NCC(C)(C)N1CCOCC1 (configuration not stated)	5	54*	-3	5	0	-12	-4
CC(C)NC(=O)N(C)C[C@@H]1Oc2cc(-c3ccccc3F)ccc2S(=O)(=O)N([C@H](C)CO)C[C@H]1C	0	5	0	-5	-2	.	7
C[C@@H]1CN([C@H](C)CO)C(=O)c2cccc(NC(=O)Nc3ccc(C(F)(F)F)cc3)c2O[C@H]1CN(C)C(=O)Nc1ccccc1	-1	4	8	7	4	10	-4
Cc1ccc(S(=O)(=O)c2nc(-c3cccs3)oc2NCc2cccnc2)cc1	-13	-2	0	-27	4	-5	2
O=C(NC(=S)Nc1ccccc1N1CCOCC1)c1ccc(-c2cc(Cl)ccc2Cl)o1	-9	.	.	0	.	-16	.
C[C@@H]1CN([C@H](C)CO)C(=O)c2cc(NC(=O)CCN3CCOCC3)ccc2O[C@@H]1CN(C)CC1CCCCC1	-7	0	0	-12	2	-25	0
Cc1ccsc1/C=C1\SC(N2CC(C)OC(C)C2)=NC1=O (configuration not stated)	-7	.	.	35	.	-33	.
CC(CN1CCC(n2nccc2NC(=O)CCCc2ccccc2)CC1)c1ccccc1 (configuration not stated)	-7	-3	2	-19	-2	0	1
Cc1cnc(C(=O)Nc2ccc(S(=O)(=O)N(C(C)C)C(C)C)cc2)cn1	0	0	0	.	-3	-20	-4
Cc1ccc2c(c1)C(=O)CC(c1ccc3c(c1)OCCO3)O2 (configuration not stated)	4	-3	-19	-45	2	-51	-6
CC(=O)OCC(=O)[C@@]1(O)CC[C@H]2[C@@H]3CCC4=CC(=O)C=C[C@]4(C)[C@H]3C(=O)C[C@@]21C	9	1	-1	-3	-3	4	2
C=CC1CN(S(=O)(=O)c2ccc(Br)cc2)C(=O)N1c1ccc(Br)cc1 (configuration not stated)	-1	0	14	.	0	47	-14
CCOc1ccc2nc(Cl)c(CN(C(=O)c3cnccn3)C3CCCC3)cc2c1	34	1	14	13	-1	6	-4
O=C(CSc1nc2nn(-c3ccccc3)c(=O)c-2c2n1CCCCC2)c1ccc(OC(F)F)cc1	1	-4	-2	-6	-2	7	1
O=c1c2ccccc2nc2ccc(NCc3cccs3)nn12	6	17	-98	-52	-4	-110	6
NC(=O)c1c(-c2ccc(Cl)cc2Cl)csc1NC(=O)Cc1ccccc1	-9	.	6	10	.	-9	.
CCC(=O)N1[C@H](CN(C)C(C)=O)[C@@H](c2ccc(C3=CCCC3)cc2)[C@@H]1CO	-10	0	-1	-32	3	-9	4
CCC(=O)Nc1ccc2c(c1)OC[C@@H](C)N(C(=O)CN1CCOCC1)C[C@H](C)[C@H](OC)CN(C)C2=O	-18	1	-3	2	1	4	-1
CO[C@@H]1CN(C)C(=O)c2cc(NS(=O)(=O)c3ccc(Oc4ccccc4)cc3)ccc2OC[C@@H](C)NC[C@@H]1C	-37	1	9	7	4	0	?
Cn1cccc1C(=O)NCC1CCCCC1	-4	-10	.	-3	-1	-20	6
COc1cc(O)c(C(CCN2CCCC(C)C2)c2ccc3c(c2)OCO3)c(OC)c1 (configuration not stated)	12	-2	5	-2	-3	5	2
COc1ccc(NC(=O)CSc2ccccc2)cc1S(=O)(=O)N1CCCCC1	7	1	-18	6	-2	-15	0
CN(C)CCCNc1ncnc2c1c(-c1ccccc1)cn2-c1ccccc1	9	-10	12	-1	-5	2	12
COCC#Cc1ccc2c(c1)O[C@@H](CN(C)C(=O)COC)[C@@H](C)CN([C@@H](C)CO)S2(=O)=O	-10	3	-13	6	-3	-3	-2
COC(=O)c1ccc(Cl)c(NC(=O)c2cccc([N+](=O)[O-])c2C)c1	6	1	6	-2	0	-1	-3
COc1ccccc1-c1csc(C(NC(C)=O)c2ccccc2)n1 (configuration not stated)	.	1	1	-4	-3	7	3
CC(=O)Nc1ccc(SCCC2CCCCN2C)cc1 (configuration not stated)	3	-9	7	-5	-3	-12	?
CS(=O)(=O)Nc1ccc(C2=NN(S(C)(=O)=O)C(c3ccccc3)C2)cc1 (configuration not stated)	.	.	-10	-13	.	-6	.
CCOC(=O)C1(C)CCCN(C(=O)c2snnc2C)C1 (configuration not stated)	.	-4	-4	-1	0	2	2
CCCOC(=O)C1=C(C)N(C)C(=O)NC1c1cc2c(cc1[N+](=O)[O-])OCO2 (configuration not stated)	-4	18	16	-12	1	14	-5
CCOC(=O)N1CCN(C(=O)CNC(=O)c2nn(-c3ccc(OC)c(OC)c3)c(=O)c3ccccc23)CC1	-5	-3	-13	7	-3	7	-4
CC(=O)NCC1(O)CCCC(C)C1 (configuration not stated)	-8	-6	-6	-1	0	-2	-3

Casp6 inh: entries above that show a hit
SMILES | ARNT-TACC3 inh | Casp6 inh | LGR2 antag | SIRT5 block | DENV2 CPE
O=C1CC(N2CCSCC2)C(=O)N1c1cccc(Cl)c1 (configuration not stated) | 4 | 44* | -14 | -5 | -2
CSCCC(NS(=O)(=O)c1ccccc1F)C(=O)NCC(C)(C)N1CCOCC1 (configuration not stated) | 5 | 54* | 5 | 0 | -4

Some of these compounds in order of the Casp6 inh value, highest first:
Molecule	ARNT-TACC3 inh	Casp6 inh	LGR2 antag	SIRT5 block	DENV2 CPE
COC(=O)c1ccc(Cl)c(NC(=O)c2cccc([N+](=O)[O-])c2C)c1	6	1	-2	0	-3
COc1cc(O)c(C(CCN2CCCC(C)C2)c2ccc3c(c2)OCO3)c(OC)c1 (configuration not stated)	12	-2	-2	-3	2
CCOC(=O)N1CCN(C(=O)CNC(=O)c2nn(-c3ccc(OC)c(OC)c3)c(=O)c3ccccc23)CC1	-5	-3	7	-3	-4

Further entries:
SMILES	ARNT-TACC3 inh	Casp6 inh	EWS-Fli block	LGR2 antag	SIRT5 block	PAX8 inh HTS	DENV2 CPE
COc1ccc(S(=O)(=O)N(C)C[C@@H]2Oc3ccc(NS(=O)(=O)c4ccc(C)cc4)cc3C(=O)N([C@@H](C)CO)C[C@H]2C)cc1	.	-2	-1	-24	4	1	-6
O=S(=O)(c1cccs1)N1CCCCN2[C@H](C1)[C@@H](c1ccc(/C=C/c3ccccc3)cc1)[C@@H]2CO	25	1	3	6	9	15	-8
O=C(C[C@H]1CC[C@@H]2[C@H](COC[C@@H](O)CN2C(=O)Nc2ccc(Cl)c(Cl)c2)O1)NCc1ccc(F)cc1	4	0	-15	-16	0	-11	20
CO[C@@H]1CN(C)C(=O)c2ccc(NS(=O)(=O)c3cn(C)cn3)cc2OC[C@@H](C)N(Cc2cccc(C(F)(F)F)c2)C[C@H]1C	0	1	4	17	5	.	6
COc1ccc2nc(N=NC3=C(O)CC(C)(C)CC3=O)sc2c1	6	2	3	-22	0	6	.
C[C@@H]1CN([C@H](C)CO)C(=O)c2cc(C#CCC3CCCC3)cnc2O[C@H]1CN(C)Cc1ccccn1	.	2	6	19	-6	1	16
Cc1ccccc1S(=O)Cc1ccc(C(=O)NC2CCN(Cc3ccccc3)CC2)o1 (configuration not stated)	-21	-21	1	-6	-2	4	6
COc1c2ccoc2c(OC[C@@H](OC(C)=O)C(C)(C)O)c2oc(=O)ccc12	-1	2	-5	0	.	3	.
NS(=O)(=O)c1ccc(CCNCc2ccccc2OCc2ccc(F)cc2)cc1	-1	1	20	4	-7	-22	4
CCOc1ccc(-c2cc(C(=O)NC3CCCCC3)[nH]n2)c(C)c1	.	0	-127	-37	.	-81	?
C[C@H](CO)N1C[C@H](C)[C@@H](CN(C)Cc2ccc(C(=O)Nc3ccccc3N)cc2)Oc2ccc(NC(=O)Nc3ccc(C(F)(F)F)cc3)cc2C1=O	17	-1	21	3	.	.	-3
CCC(=O)N1C[C@H]2[C@@H](c3ccccc31)[C@@H](CO)N2Cc1cc(F)ccc1F	1	1	2	9	28*	18	-1
C[C@H]1CN([C@@H](C)CO)C(=O)c2cccc(NC(=O)Nc3cccc4ccccc34)c2O[C@@H]1CN(C)C(=O)Nc1ccccc1	15	.	3	10	4	.	-3
COc1cccc(Nc2nc(C(N)Cc3ccccc3)cs2)n1 (configuration not stated)	.	-1	8	4	.	14	10
